Bioassay records as filed in PubChem.
MPTP block – mitochondrial permeability transition pore inhibitors, primary screen, biochemical, isolated mouse mitochondria, absorbance | actives 1.4% (n = 360,000) | AID 602449, 2012 | Ca2+ swelling absorbance, 30 min | inhibition, % at 10 µM;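 active = inhibition of 50% or more, scaled per plate between neutral and stimulator controls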;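 also: 0% = DMSO wells given calcium and 100% = 1 mM EGTA wells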
APJ antag – antagonists of human apelin receptor APJ, primary screen, CHO-K1 cells, beta-arrestin complementation, luminescence | P35414 | inhibition, % at 20 µM | actives 0.32% (n = 330,000) | AID 2521, 2010;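 active = inhibition above about 40% at 20 µM, limit read from the data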;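 also: cells challenged with 10 nM apelin-13 agonist together with compound; plate controls were apelin-13 plus DMSO wells for no effect and DMSO wells lacking apelin-13 for full effect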
Target sequence (P35414 whole entry, looked up): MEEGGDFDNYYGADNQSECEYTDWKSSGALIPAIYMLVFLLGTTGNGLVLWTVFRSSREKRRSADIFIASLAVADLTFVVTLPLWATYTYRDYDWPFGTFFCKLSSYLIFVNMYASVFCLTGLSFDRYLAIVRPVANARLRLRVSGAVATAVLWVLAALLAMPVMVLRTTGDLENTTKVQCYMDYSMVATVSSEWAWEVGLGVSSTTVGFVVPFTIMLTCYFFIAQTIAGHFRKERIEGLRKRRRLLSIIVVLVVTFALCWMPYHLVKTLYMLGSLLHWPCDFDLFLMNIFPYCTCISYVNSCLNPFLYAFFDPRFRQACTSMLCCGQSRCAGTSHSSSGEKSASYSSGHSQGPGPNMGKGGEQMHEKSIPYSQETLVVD
APJ agonist – agonists of human apelin receptor APJ, primary screen, CHO-K1 cells, PathHunter beta-arrestin, luminescence; actives 0.11% (n = 330,000); activation, % at 20 µM; AID 2520, 2010; 0% DMSO wells, 100% apelin;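 active = activation more than six SD over the plate average, tested at 20 µM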;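 also: 0% = DMSO alone and 100% = apelin-13 at 10 nM; some results filed as inactive read as strong as hits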
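Test system: CHO-K1 APJ beta-arrestin complementation cell line. Amount: cell density 1000 per well. Controls: DMSO negative, 10 nM Apelin-13 positive. Signal: luminescent beta-gal fragment complementation, chemiluminescent substrate. Read-out basis: agonist-driven arrestin binding to APJ. Timing: compound stimulation 90 min at 25 °C, detection 60 min.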
tim10-1 inh – growth inhibitors of tim10-1 mutant yeast, primary screen, luminescence, uHTS. inhibition, % at 20 µM. S. cerevisiae tim10-1 ts strain growth, BacTiter-Glo, 24 h. actives 2.2% (n = 330,000);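 active = inhibition of at least 40%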;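 also: mutant grown at 25 °C; 0% = DMSO wells with yeast and 100% = wells holding no yeast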
TIM10 inh – growth inhibitors of isogenic TIM10 control yeast, primary screen, counter-screen for tim10-1 yeast inhibitor project, luminescence, uHTS | actives 1.4% (n = 330,000) | inhibition, % at 10 µM | S. cerevisiae TIM10 strain growth, BacTiter-Glo luminescence, 24 h;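 active = inhibition of 40% or more at the single tested concentration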;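 also: wild-type TIM10 isogenic control strain grown at permissive 25 °C; 0% = DMSO yeast wells and 100% = minimal medium wells without yeast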
NLRP3 yeast inh – NALP3 inflammasome inhibitors in reconstituted yeast, primary screen, luminescence, uHTS | actives 0.39% (n = 330,000) | inhibition, % at 10 µM | Yeast reconstituted NLRP3/ASC/caspase-1, beta-gal luminescence, 24 h;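 active = inhibition of 50% or more; inactive = inhibition below 50%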;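 also: plate controls were induced DMSO wells for no effect and uninduced yeast grown without galactose for full effect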
NR3A LBD binder – binders of NR3A ligand-binding domain, primary screen, biophysical, differential scanning fluorimetry, uHTS | NR3A LBD differential scanning fluorimetry, Tm shift; 0% = protein alone, 100% = glycine-bound protein | Tm shift relative to glycine control, % at 25 µM | actives 2.5% (n = 340,000);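 active = melting temperature shift of at least 10% of the positive control shift, at one fixed dose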
tim23-1 inh – growth inhibitors of tim23-1 mutant yeast, primary screen, luminescence, uHTS; actives 1.3% (n = 330,000); inhibition, % at 20 µM; AID 463212, 2010; S. cerevisiae tim23-1 growth, BacTiter-Glo luminescence, 24 h;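 active = growth inhibition of the mutant yeast at or above 50%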;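 also: temperature-sensitive mutant grown at 25 °C; plate controls were DMSO-treated mutant yeast for no effect and medium wells lacking yeast for full effect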
MIN6 prolif – inducers of MIN6 beta-cell proliferation, primary screen, ATP luminescence, uHTS; MIN6 cells proliferation, ATPlite luminescence, 48 h; cells starved in 0.2% serum; 100% = growth in 10% serum; proliferation, % at 10 µM; AID 2380, 2010; actives 0.29% (n = 330,000);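 active = compounds whose signal lies at least 3.5 SD above the mean of all wells on their plate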;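 also: 0% = DMSO-treated cells in low-serum medium and 100% = 10% serum control; some compounds called inactive have numbers as strong as hits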
Starred values were filed as active, the others as inactive; . = not tested or not shown.

SMILES | MPTP block | APJ antag | APJ agonist | tim10-1 inh | TIM10 inh | NLRP3 yeast inh | NR3A LBD binder | tim23-1 inh | MIN6 prolif
O=C(NCc1cn2ccccc2n1)c1ccco1 | -2.3 | 11 | -2 | -13 | -2 | 10 | -4 | -3 | 0
COc1cc(/C=C(/C#N)c2nc3ccccc3[nH]2)ccc1OCc1ccc(C(=O)O)o1 | -1.4 | 20 | -3 | 13 | 5 | 13 | -7 | 14 | -1
CCOC(=O)C1(CCCc2ccccc2)CCN(C(=O)CN2C(=O)CSC2=O)CC1 | 2.9 | 3 | -1 | 15 | 2 | 26 | 1 | 19 | 0
CCCOc1ccc(-c2c(C(=O)N/N=C(\C)c3ccncc3)nnn2-c2nonc2N)cc1 | -0.9 | 11 | -5 | 7 | 18 | -7 | 0 | 8 | 3
N#Cc1cc(C#N)c(SCC(=O)NCC2CCCO2)nc1N (centres undefined) | 0.6 | 15 | -2 | -3 | 9 | 18 | 1 | -5 | 2
CCN1C(=O)C(CC(=O)Nc2c(C)cccc2C)Nc2cc(S(=O)(=O)N(C)C)ccc21 (centres undefined) | -0.9 | 2 | -1 | 9 | 11 | -3 | -2 | -1 | -1
COC(=O)c1cccc(NC(=O)c2ccc(S(=O)(=O)N3CCN(C)CC3)cc2)c1 | -1.0 | 12 | -2 | 16 | -3 | 10 | -12 | 3 | -1
CCN1C(=O)C(=O)N(CC(=O)N(C)CC(=O)Nc2ccccc2C(F)(F)F)C1=O | -1.1 | -15 | 0 | -13 | -4 | 3 | 2 | -6 | 4
Cc1ccn(-c2n[nH]c(C)c2[N+](=O)[O-])n1 | -0.6 | 4 | -4 | -6 | -5 | 8 | 0 | -3 | -2
COc1ccc(C(CNC(=O)c2oc3ccc(Br)cc3c2C)N2CCCCC2)cc1 (centres undefined) | 86* | -4 | -3 | 29 | 26 | 23 | 1 | 23 | -6
COc1ccc(CCNC(=O)c2ccncc2)cc1OC | 2.4 | -6 | 1 | -12 | -23 | 4 | 0 | 5 | -2
O=C(NC(=O)c1cccc(Cl)c1)OC[C@@H]1CCCN2CCCCC12 (some centres undefined) | 0.2 | 8 | 6 | -7 | 7 | 9 | 0 | -2 | 1
CCc1nnc(NC(=O)C2COc3ccccc3O2)s1 (centres undefined) | -3.9 | 9 | -1 | 22 | 9 | 10 | 0 | 28 | -1
Cc1noc(C)c1COC(=O)COc1ccc(C#N)cc1 | 0.3 | -6 | -2 | 8 | -7 | 9 | 1 | 1 | -2
Cn1c(SCC(=O)N2CC(=O)Nc3ccccc32)nc2ccccc2c1=O | -2.0 | 10 | -2 | 13 | -7 | 1 | 2 | -10 | -2
CCC1CCCCN1S(=O)(=O)c1ccc(S(=O)(=O)N(Cc2ccccn2)CC2CCCO2)cc1 (centres undefined) | 0.8 | 3 | -3 | 8 | 9 | 0 | -2 | 30 | 0
CC(C)(C(=O)c1ccccc1)/[N+]([O-])=C/c1ccccc1F | -1.2 | -8 | 3 | 19 | -17 | -10 | 1 | 14 | 1
FC(F)(F)c1cccc(-c2nnc(-c3ccccc3)c(N3CCOCC3)n2)c1 | -2.0 | 13 | 0 | 26 | 4 | 17 | 4 | 23 | 1
C[C@H](CO)N1C[C@H](C)[C@@H](CN(C)CC2CC2)Oc2c(NC(=O)Cc3ccccc3)cccc2C1=O | 0.5 | 11 | -4 | 1 | 0 | 11 | -1 | -14 | 3
CN(C)c1ccc(C(=O)Nc2ccc(CN3CCS(=O)(=O)CC3)cc2)cc1 | 2.2 | -1 | 5 | -8 | 4 | 3 | 0 | -9 | -2
Cc1ccccc1OCCCn1c(CO)nc2ccccc21 | 0.1 | 1 | -2 | 33 | -2 | 14 | -2 | 18 | -1
Cc1cccc(NC(=S)NNC(=O)c2ccccc2OC(F)F)c1 | -1.1 | 25 | -6 | 29 | 22 | -3 | -2 | 17 | -1
CN1c2ccccc2N(C)C1(C)c1cccc2ccccc12 | 5.5 | -33 | 7 | 12 | 23 | 6 | -13 | 36 | -6
Cc1ccc2c(c1)C(=C(C#N)C#N)C(=O)N2CCN1CCOCC1 | 3.2 | -20 | 3 | 8 | -2 | 13 | -3 | 18 | 1
Cn1c(=O)c([N+](=O)[O-])c(NCc2ccccc2Cl)c2ccccc21 | 9.7 | 5 | -6 | 27 | 14 | 34 | 6 | 28 | 3
COc1ccc(Cn2c(SCc3ccccc3C)nc3cc(OC)c(OC)cc3c2=N)cc1 | 14 | 16 | -5 | 50* | 3 | 16 | . | 51* | -6
O=C(Nc1ccc(S(=O)(=O)C(F)F)cc1)c1cccc(S(=O)(=O)N2CCOCC2)c1 | -2.1 | -11 | 2 | 9 | -1 | 13 | -3 | 9 | 0
Cc1ccc2[nH]cc(CCNC(=O)Nc3ccccc3)c2c1 | 0.1 | -30 | 8 | -11 | 11 | -8 | 6 | 3 | -2
O=C(c1cc2cc(Br)ccc2o1)N1CCCC1 | 0.2 | 10 | -4 | -6 | -12 | 49 | 0 | 31 | -2
CCCn1c(NC(=O)c2ccccc2)nc2ccccc21 | -0.7 | -19 | 0 | 24 | 4 | 16 | -4 | 19 | -6
C/C(=N\NC(=O)COc1cccc(Cl)c1)c1ccc2c(c1)OCCO2 | 0.1 | 12 | -2 | 18 | 7 | 13 | 0 | 13 | 0
Cc1c(C)c2c(OCC(=O)N3CCC(C(=O)NCC(C)C)CC3)cc3c(c2oc1=O)CCC(C)(C)O3 | -0.4 | 11 | -4 | 6 | 2 | 12 | -1 | -4 | 0
Cc1ccc(CNC(=O)CCS(=O)(=O)Cc2ccc(C)cc2)cc1 | -0.4 | 17 | 4 | -20 | 7 | 4 | 6 | -2 | -2
O=C(Nn1c(SCc2ccc([N+](=O)[O-])cc2)nc2ccccc2c1=O)c1ccc(F)cc1 | 1.3 | 3 | 0 | 22 | 4 | 2 | 15* | 24 | 0
CCN(c1ccc(C)c(C)c1)S(=O)(=O)c1ccc2c(c1)CCN2C(=O)CCC(=O)O | -0.1 | 15 | -3 | -2 | -17 | 15 | 3 | -3 | -3
COc1ccccc1N1CCN(C(=O)c2sc3nc(-c4ccc(F)cc4)cn3c2C)CC1 | -0.2 | 11 | -2 | 66* | 40 | 23 | -4 | 43 | -6
C=CCN1C(=O)CN=C1NCc1ccccc1 | 1.9 | 8 | 7 | -2 | 5 | 0 | -1 | 11 | -2
Cc1ccc(Nc2nc3ccccc3o2)cc1F | 2.3 | -1 | 2 | 27 | 14 | 3 | 12* | 32 | -4
Cc1cc(OCC(=O)NC(C)(C)C)ccc1Cl | 0.6 | 5 | -3 | 12 | -4 | 6 | -4 | -4 | -1
COC(C[C@@H]1O[C@@H]1C(=O)COCc1ccccc1)OC | 0.4 | 4 | 3 | -3 | -1 | 6 | 1 | -3 | -1
CC1CCC(=NNC(=O)Cc2ccccc2)CC1 (centres undefined) | 1.3 | 10 | -6 | -9 | -4 | -2 | 0 | 1 | -1
O=C(NCc1ccco1)c1cc2sccc2n1Cc1ccc(F)cc1 | -0.5 | 8 | 0 | 36 | 46* | -28 | -1 | 36 | -3
NS(=O)(=O)c1ccc(NC(=S)N2CCN(c3ccccc3)CC2)cc1 | -0.1 | 0 | -3 | -15 | 3 | 0 | 2 | -10 | -3
Cn1cc(SCC(=O)Nc2nc3ccccc3s2)c2ccccc21 | 0.8 | 6 | -3 | -23 | 0 | 9 | -4 | 25 | -1
O=C(CSc1nnc2ccccn12)c1ccc2c(c1)OCCO2 | 0.7 | 4 | 4 | -9 | 2 | 9 | -4 | 4 | -2
CC(C)C(NS(=O)(=O)c1cccc2nsnc12)C(=O)N1CCn2c1nc1ccccc12 (centres undefined) | -2.2 | 2 | -4 | 2 | -10 | -3 | 3 | 0 | -4
Cc1ccc(NC(=O)N2CCC(c3nc4c(nnn4Cc4cccc(Cl)c4)c(=O)[nH]3)CC2)cc1 | -0.2 | 16 | -2 | 2 | 2 | 27 | 3 | 15 | -5
Cc1ccc(C2=CSC3=NNC4(CCCCC4)NN23)cc1 | -1.2 | 14 | -2 | 11 | 3 | 22 | 1 | 13 | -4

Shown with values under each structure: part of the list above.
Second line of a record: MPTP block	APJ antag	APJ agonist	tim10-1 inh	TIM10 inh	NLRP3 yeast inh	NR3A LBD binder	tim23-1 inh	MIN6 prolif
O=C(c1cc2cc(Br)ccc2o1)N1CCCC1
 : 0.2	10	-4	-6	-12	49	0	31	-2
CCCn1c(NC(=O)c2ccccc2)nc2ccccc21
 : -0.7	-19	0	24	4	16	-4	19	-6
C/C(=N\NC(=O)COc1cccc(Cl)c1)c1ccc2c(c1)OCCO2
 : 0.1	12	-2	18	7	13	0	13	0
Cc1c(C)c2c(OCC(=O)N3CCC(C(=O)NCC(C)C)CC3)cc3c(c2oc1=O)CCC(C)(C)O3
 : -0.4	11	-4	6	2	12	-1	-4	0
Cc1ccc(CNC(=O)CCS(=O)(=O)Cc2ccc(C)cc2)cc1
 : -0.4	17	4	-20	7	4	6	-2	-2
O=C(Nn1c(SCc2ccc([N+](=O)[O-])cc2)nc2ccccc2c1=O)c1ccc(F)cc1
 : 1.3	3	0	22	4	2	15*	24	0
CCN(c1ccc(C)c(C)c1)S(=O)(=O)c1ccc2c(c1)CCN2C(=O)CCC(=O)O
 : -0.1	15	-3	-2	-17	15	3	-3	-3
COc1ccccc1N1CCN(C(=O)c2sc3nc(-c4ccc(F)cc4)cn3c2C)CC1
 : -0.2	11	-2	66*	40	23	-4	43	-6
C=CCN1C(=O)CN=C1NCc1ccccc1
 : 1.9	8	7	-2	5	0	-1	11	-2
Cc1ccc(Nc2nc3ccccc3o2)cc1F
 : 2.3	-1	2	27	14	3	12*	32	-4
Cc1cc(OCC(=O)NC(C)(C)C)ccc1Cl
 : 0.6	5	-3	12	-4	6	-4	-4	-1
COC(C[C@@H]1O[C@@H]1C(=O)COCc1ccccc1)OC
 : 0.4	4	3	-3	-1	6	1	-3	-1
CC1CCC(=NNC(=O)Cc2ccccc2)CC1 (centres undefined)
 : 1.3	10	-6	-9	-4	-2	0	1	-1
O=C(NCc1ccco1)c1cc2sccc2n1Cc1ccc(F)cc1
 : -0.5	8	0	36	46*	-28	-1	36	-3
NS(=O)(=O)c1ccc(NC(=S)N2CCN(c3ccccc3)CC2)cc1
 : -0.1	0	-3	-15	3	0	2	-10	-3
Cn1cc(SCC(=O)Nc2nc3ccccc3s2)c2ccccc21
 : 0.8	6	-3	-23	0	9	-4	25	-1
O=C(CSc1nnc2ccccn12)c1ccc2c(c1)OCCO2
 : 0.7	4	4	-9	2	9	-4	4	-2
